# NS3 helicase inh: inhibitors of Hepatitis C virus NS3 helicase; NS3 helicase DNA unwinding, Cy5 molecular beacon fluorescence; actives 0.56% (n = 290,000); inhibition, % at 10.9 µM; AID 1800;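 active = inhibition above the mean of all tested compounds plus 3 SD, set per campaign, cut at about 35% in these data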;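 note: 0% = DMSO wells and 100% = thioflavine S control wells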
#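 Material: hepatitis C virus NS3 helicase domain fragment enzyme; measured by: Cy5 fluorescence, 0 and 60 min reads; control set: DMSO and thioflavine S; incubation: 60 min unwinding reaction at 25 °C after ATP addition; read-out basis: % inhibition from 60/0 min fluorescence ratio, DMSO 0%, thioflavine S 100%; repeats: singlicate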
# IMP-1 inh: inhibitors of Pseudomonas aeruginosa IMP-1 metallo-beta-lactamase; inhibition, % at 5.6 µM; purified IMP-1, nitrocefin hydrolysis, epi-absorbance fluorescence; actives 0.45% (n = 290,000); AID 1556;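 active = inhibition above the mean plus 3 SD of all compounds in the same screening run, cut at about 4.5% in these data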;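 note: 0% = IMP-1 with DMSO and 100% = DMSO wells lacking enzyme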
#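 Assay system: purified IMP-1; Quantity: IMP-1 0.2 nM before substrate addition; Medium: HEPES buffer pH 7.1 with ZnSO4 and Brij 35; Incubation: 15 min enzyme–compound preincubation, then 25 min nitrocefin reaction, 25 °C; Signal: fluorescence quenching readout, ex 480/em 530 nm; Controls: DMSO with and without IMP-1; Repeats: singlicate testing.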
# MEKK3 PB1 HTS: raises or lowers MEK5 binding to the human MEKK3 PB1 domain; Q99759; actives 1.4% (n = 290,000); AID 1529; bead-based flow cytometry, Alexa488-MEK5 binding to MEKK3; actives lie on both sides; 0 = blocked by unlabeled MEK5, 100 = vehicle; binding response (% of control), % at 10 µM;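 active = binding response more than 3 SD above or below the average of its plate-row segment, actives on both sides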;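 note: Alexa488 bead fluorescence after subtracting the streptavidin-only scavenger bead signal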
# IDE act: IDE (human) activation, cell-based. HEK cells, FAbeta-B cleavage, fluorescence polarization; 0% vehicle, 100% cell-free pure enzyme wells. activation, % at 5.96 µM. actives 0.073% (n = 340,000);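 active = activation above the mean of all tested compounds plus 3 SD, set per screening campaign, cut at about 17% in these data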
# VIM-2 inh: inhibitors of Pseudomonas aeruginosa VIM-2 metallo-beta-lactamase; actives 0.89% (n = 290,000); purified VIM-2, nitrocefin hydrolysis, epi-absorbance fluorescence; inhibition, % at 5.6 µM;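 active = inhibition above the mean of all tested compounds plus 3 SD, cutoff set per screening run, cut at about 7.5% in these data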;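 note: red hydrolysis product quenches plate fluorescence so inhibitors raise well fluorescence; 0% = enzyme with DMSO and 100% = DMSO without enzyme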
# DNA FID counter: counter-screen for HCV NS3 helicase inhibitors: DNA intercalator displacement; DNA fluorescent intercalator displacement, fluorescence; inhibition, % at 7.9 µM; actives 0.17% (n = 290,000); AID 1845; in the data active = inhibition above about 37%;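 note: 0% = vehicle and 100% = reference compound; higher means more ethidium bromide displaced from hairpin DNA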
# PHOSPHO1 inh: inhibitors of human PHOSPHO1 phosphatase. recombinant PHOSPHO1, absorbance phosphatase assay. inhibition, % at 13.3 µM. actives 1.1% (n = 290,000). AID 1565; in the data active = inhibition above about 60%
# pCIP destab: p/CIP protein destabilization; F442A p/CIP-EGFP cells, EGFP fluorescence, 16 h; actives 0.01% (n = 290,000); decrease of EGFP signal, % at 10 µM;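 active = EGFP signal decrease of at least 30% at 10 µM or well 3 SD below plate mean, unless failing retest; inactive = the rest, including hits failing retest or dose response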; note: some compounds called inactive have numbers as strong as hits; many of its hits are not listed in these tables
# UBC9 SUMO inh: SUMOylation inhibition. inhibition, % at 35 µM. actives 0.36% (n = 290,000). HTRF SUMOylation assay, SAE1/SAE2 + UBC9, in vitro; in the data active = inhibition above about 50%, passing the limit was not always enough; note: strong numbers were not always called active
# An asterisk follows results filed as active; / = not tested or not shown. Only part of the results is shown; count on the stated rates, not on these rows.
# Values in the order: NS3 helicase inh	IMP-1 inh	MEKK3 PB1 HTS	IDE act	VIM-2 inh	DNA FID counter	PHOSPHO1 inh	pCIP destab	UBC9 SUMO inh
CC1CC=C(c2ccccc2)C(=S)N1 (configuration not stated)
→ 11.1	0.9	85.0	-2.6	2.3	-5.3	11.9	10.3	-2.3
Cc1ccc(N=Cc2sccc2C)cc1C
→ 4.5	-2.9	97.0	4.2	-2.7	4.4	3.2	-3.6	7.3
CCOC(=O)c1ccc(N2C(=O)CC(N3CCC(Nc4ccc(F)cc4)CC3)C2=O)cc1 (configuration not stated)
→ 0.9	-2.0	101.0	4.6	-3.8	-13.8	16.4	-1.0	-1.3
CCOc1ccccc1N(CC(=O)NC(C)(C)C)C(=O)c1ccc(CN2CCOCC2)o1
→ 8.9	-0.3	100.0	3.7	-3.1	-17.1	1.8	-14.4	14.7
Cc1nn2c(N3CCN(C(=O)c4ccco4)CC3)cc(C(C)(C)C)nc2c1-c1ccccc1
→ -7.4	-1.8	102.0	/	-2.4	3.6	13.8	-7.3	-0.4
S=C1NCCOCCOCCOCCOCCNC(=S)NCCOCCOCCOCCOCCN1
→ -1.5	-1.9	96.0	0.4	0.2	-19.4	5.7	-9.1	10.1
C/C(CCc1ccco1)=N\NC(=O)CNc1cccc2ccccc12
→ 3.9	-0.4	99.0	2.5	0.3	0.4	3.5	15.5	66.0
O=C(NCCO)c1cc2c([nH]c3ccccc32)c(-c2ccc(F)cc2)n1
→ -7.0	-2.1	101.0	1.9	-1.4	-29.8	46.6	-5.7	17.9
Cc1ccccc1-c1nnc(SCC(=O)NC2CCCC2)o1
→ -7.2	-0.8	101.0	0.9	0.2	-11.4	2.2	-17.6	8.2
Cc1cc(SCc2cccc([N+](=O)[O-])c2)nc(=O)[nH]1
→ 8.9	-1.1	99.0	7.8	1.4	-18.4	26.5	1.9	17.6
C=CCNC(=O)Cn1nc(-c2ccccc2)ccc1=O
→ -4.0	-1.7	87.0	-4.6	-2.0	-7.8	46.5	-6.9	19.3
CC(C)Cc1c(O)nc(SCCN2CCOCC2)[nH]c1=O
→ -2.0	-0.7	109.0	-1.7	0.6	2.5	3.7	-7.8	4.1
O=C(CNc1ccc(F)cc1)N/N=C/C1CC=CCC1 (configuration not stated)
→ 8.0	-1.4	96.0	3.0	-1.9	-5.5	0.1	-6.3	5.1
Cc1ccc(NCC(=O)NNC2=NCCC2)c(C)c1
→ -4.2	-2.0	96.0	9.9	-2.7	-2.2	-10.5	-2.6	7.0
O=C(N/N=C/c1cccc([N+](=O)[O-])c1)c1cc(-c2ccc3c4c(cccc24)CC3)n[nH]1
→ -5.0	1.2	99.0	-0.5	-1.4	2.7	12.2	-7.5	34.1
Cc1ccc(CCN2CC(C(=O)NCCCN3CCC(C)CC3)CC2=O)cc1 (configuration not stated)
→ 9.3	-1.3	94.0	1.4	3.0	11.4	12.6	3.0	/
CCOC(=O)C1=C(c2ccccc2)OC(N)=C(C#N)C1c1ccc(Br)s1 (configuration not stated)
→ -14.4	-4.2	110.0	-5.5	-3.1	-12.3	1.6	0.5	-5.6
COc1cccc(-n2c(N)c(C#N)c3ccc([N+](=O)[O-])cc3c2=O)c1
→ 2.3	-2.5	100.0	/	-2.5	3.9	-18.9	-7.8	19.0
CCOc1cc2[nH]c(=O)n(Cc3ccc(C(=O)NCCCN4CCC(C)CC4)cc3)c(=O)c2cc1OCC
→ -33.1	-0.7	103.0	2.0	-0.6	23.4	-21.8	10.3	4.4
O=C(CSc1ccc(F)cc1)N1CCC(c2nc3ccccc3s2)CC1
→ -7.4	-2.4	/	3.1	-0.2	-40.4	23.8	-26.1	0.3

# More structures:
# Values in the order: NS3 helicase inh	IMP-1 inh	MEKK3 PB1 HTS	IDE act	VIM-2 inh	DNA FID counter	PHOSPHO1 inh	pCIP destab	UBC9 SUMO inh
COC(=O)c1ccc(NC(=O)CC2C(=O)N(c3ccc(C)cc3)C(=O)N2CC(C)C)cc1 (configuration not stated)
→ -4.7	-3.3	82.0	0.6	-1.1	-11.7	-11.5	-7.8	7.9
O=C(CNC(=S)NC(=O)c1ccc(Br)o1)c1ccccc1
→ 15.9	-1.4	94.0	6.5	-0.3	-5.4	-7.5	7.9	-15.4
O=C(c1cc2ccccc2[nH]1)N1CCOCC1
→ 25.3	-2.3	96.0	3.5	-3.7	-15.8	-5.0	-6.8	11.7
Cc1ccccc1NC(=O)c1cccc(NC(=O)CCC(=O)O)c1
→ -5.9	-1.5	95.0	7.6	-2.6	-12.7	5.7	-13.7	6.8
CCC(C(=O)c1ccc(O)cc1)c1ccccc1 (configuration not stated)
→ -12.2	-4.8	102.0	1.2	-0.2	-3.4	8.9	3.2	-16.3
O=C(CCN1CCCCCC1)Nc1ccc(F)cc1
→ -7.1	-1.8	102.0	3.6	-0.9	6.5	1.7	-0.3	20.0
CC(C)C(=O)NC(=S)Nc1ccccc1N1CCN(C(=O)c2ccc(Cl)cc2)CC1
→ 11.2	-3.0	105.0	-0.4	-2.2	-0.7	48.2	-6.2	2.1
CCOc1ccc(S(=O)(=O)N2CCC(C(=O)N3CCN(C)CC3)CC2)cc1Cl
→ -0.6	-2.1	105.0	-2.0	-0.9	3.8	36.2	-1.8	-15.8
O=C(c1nc(-c2ccccc2)n(-c2ccccc2)n1)N1CCCCCC1
→ 0.2	-4.7	88.0	-0.6	-3.1	-30.2	-2.2	0.0	10.9
CCC(C)NC(=O)c1cn(CC)c2ccc(S(=O)(=O)N3CCCCC3)cc2c1=O (configuration not stated)
→ 1.2	-2.3	94.0	-1.7	-1.3	-26.6	18.4	-4.9	6.0
COc1ccc(N2CCN(C(c3cccs3)c3nnnn3C3CCCC3)CC2)cc1 (configuration not stated)
→ -3.8	-4.0	94.0	0.0	1.7	-10.3	-5.7	-3.7	14.1
CCc1nc(OCCN(C)C)c2oc3ccccc3c2n1
→ 0.9	-3.2	101.0	3.7	1.2	11.3	7.6	6.8	-1.0
Cc1ccc(/C=C/C(=O)Nc2nc3ccccc3[nH]2)cc1
→ -1.3	-1.5	119.0	1.6	-0.6	-0.9	-8.8	-2.3	45.8
O=C1COc2ccccc2N1Cc1c(F)cccc1Cl
→ -11.5	-2.2	101.0	2.0	1.1	-16.7	32.6	-3.6	5.6
CCC(C)NC(=O)C1CCN(S(=O)(=O)c2cc([N+](=O)[O-])ccc2Cl)CC1 (configuration not stated)
→ -6.2	-2.6	102.0	7.8	-3.5	-5.2	28.3	-16.6	13.1
CC(C)Cc1nnc(NS(C)(=O)=O)s1
→ -3.0	-3.1	96.0	-0.3	-1.9	-4.3	11.0	-11.9	17.2
CSc1cccc(NC(=O)c2cc(S(=O)(=O)N3CCc4ccccc43)cn2C)c1
→ 19.1	-1.0	101.0	6.0	-1.1	-22.9	22.8	3.2	11.5
O=S(=O)(NCC(c1ccco1)N1CCN(c2ccc(F)cc2)CC1)c1ccc(F)cc1 (configuration not stated)
→ -4.2	-4.0	100.0	-0.6	-1.3	-2.1	5.6	-7.5	-16.5
Cc1ccc2c(CN3CCC(C)CC3)cc(=O)oc2c1
→ 3.2	2.1	102.0	8.6	-2.3	-5.1	7.4	-4.3	-4.3
O=[N+]([O-])c1ccc2nn(Cc3ccccc3)cc2c1
→ 17.3	-0.2	101.0	-4.7	-0.4	1.3	/	6.1	-21.4

# 3 entries from above, arranged by the number in MEKK3 PB1 HTS, lowest first:
molecule	NS3 helicase inh	IMP-1 inh	MEKK3 PB1 HTS	IDE act	VIM-2 inh	PHOSPHO1 inh	pCIP destab	UBC9 SUMO inh
COC(=O)c1ccc(NC(=O)CC2C(=O)N(c3ccc(C)cc3)C(=O)N2CC(C)C)cc1 (configuration not stated)	-4.7	-3.3	82.0	0.6	-1.1	-11.5	-7.8	7.9
COc1ccc(N2CCN(C(c3cccs3)c3nnnn3C3CCCC3)CC2)cc1 (configuration not stated)	-3.8	-4.0	94.0	0.0	1.7	-5.7	-3.7	14.1
CC(C)Cc1nnc(NS(C)(=O)=O)s1	-3.0	-3.1	96.0	-0.3	-1.9	11.0	-11.9	17.2

# Following part
# Values in the order: NS3 helicase inh	IMP-1 inh	MEKK3 PB1 HTS	IDE act	VIM-2 inh	DNA FID counter	PHOSPHO1 inh	pCIP destab	UBC9 SUMO inh
COc1ccc(/C=C2/NC(=O)N(Cc3ccccc3F)C2=O)cc1OC
→ 2.7	-3.1	108.0	3.2	-1.8	-7.0	31.9	12.4	-7.6
CCN1CCN(Cc2ccc(NC(=O)c3cc(NC(=O)c4cncc(-c5ccc(C#N)cc5)c4)cc(OC)c3)cc2C(F)(F)F)CC1
→ /	/	118.0	4.8	/	/	-8.7	28.9	-28.5
O=C(CSc1nnc(C2CC2)n1Cc1ccccc1)NCc1ccccc1
→ 2.6	-1.1	104.0	-1.9	-0.5	-15.6	15.9	-3.7	2.5
CC1CC(C)CN(CC(O)COCc2ccccc2F)C1 (configuration not stated)
→ 14.8	-2.4	99.0	-0.2	-0.8	-10.6	19.5	0.2	7.6
O=C(O)c1cccc(NC(=S)N/N=C/c2ccccc2OCc2ccc(Br)cc2)c1
→ 41.7*	0.3	93.0	1.3	72.8*	-23.2	8.8	-4.9	24.2
COC(=O)CCC(=O)Nc1cc(OC)c(OC)cc1Cc1nccc2cc(OC)c(OC)cc12
→ 6.4	-2.2	107.0	5.0	-1.4	-16.1	23.3	4.8	12.7
Cc1ccc(NC(=O)CN2C(=O)S/C(=C/c3ccc(-c4cc(C(=O)O)ccc4C)o3)C2=O)cc1C
→ 20.1	-1.3	96.0	5.1	-0.8	-7.8	48.9	-12.9	84.4*
CN(C)c1c([N+](=O)[O-])ncn1C
→ 0.4	-4.3	104.0	2.1	-2.4	-0.9	14.8	-15.3	3.7
CCOC(=O)c1cc2sccc2n1CC(=O)N1CCN(C(=O)c2ccco2)CC1
→ -4.9	-1.9	94.0	0.1	-0.8	-11.8	-13.5	-7.4	23.1
COc1ccc(-c2cc(=O)oc3cc(OC(C)C(=O)NC4CC4)ccc23)cc1 (configuration not stated)
→ -18.5	-1.6	100.0	0.5	0.7	-12.2	-2.1	-12.6	7.9
CCOc1cc(N2CCOCC2)c(OCC)cc1NC(=O)c1ccc(NC(C)=O)cc1
→ -1.6	-3.7	103.0	6.2	-1.5	-26.6	20.2	5.0	1.7
CSc1sc(C(=O)O)c2c1C(=O)CCC2
→ -6.5	-0.5	104.0	-4.2	-0.8	-1.3	-13.6	-5.6	-9.5
CC(C)c1ccc(C(=O)NC2=NCCS2)cc1
→ 4.8	-0.1	103.0	2.3	0.4	-7.5	-5.7	0.5	-6.0
CSCCC(NC(N)=O)C(=O)Nc1ccc(C)cc1 (configuration not stated)
→ 6.4	-2.8	103.0	2.8	-0.1	1.5	62.9*	-6.8	8.0
O=C(c1cc(-c2ccc(O)cc2)on1)N1CCOCC1
→ 9.3	-3.0	102.0	0.7	-4.0	-3.7	23.7	-13.6	16.5
COc1ccc2c(C)cc(SCC(=O)N(C)C3CCS(=O)(=O)C3)nc2c1 (configuration not stated)
→ 9.2	-3.1	98.0	1.1	-2.1	-20.0	0.3	-1.1	24.3
COC(=O)C(NNc1ccc(F)cc1)(NC(=O)c1ccccc1)C(F)(F)F (configuration not stated)
→ 4.0	-3.0	95.0	3.4	-3.9	2.3	0.0	1.4	4.5

# Screens deposited in PubChem BioAssay by several laboratories.
